V-ATPase pH – regulators of yeast V-ATPase proton pumping, primary screen, pHLuorin cytosolic pH fluorescence; S. cerevisiae; 350,000 compounds, 0.37% hits; response, % at 10 µM; in the data active means response mostly above about 7.3%, no sharp cut-off; inactive means mostly below about 5.4%; further: actives read high; inactives centre near 0; some compounds called inactive have numbers as strong as hits; reference of the scale not given here
LANA DNA inh – inhibitors of KSHV C-LANA binding to DNA, primary screen, biochemical, fluorescence polarization, FAM-LBS DNA, MBP-C-LANA, single point; 340,000 compounds, 0.078% hits; Kaposi's sarcoma herpesvirus LANA C-terminal domain (residues 932-1162) DNA binding; inhibition, % at 9 µM;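 active means highest replicate inhibition at or above 60% at 9 µM, even if other replicates fall short; inactive means all replicates below 60% inhibition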;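 further: 0% = neutral control wells and 100% = 4 µM acridine orange control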
Pemphigus Ab inh – inhibitors of pemphigus antibody binding to DSG3, primary screen, biochemical, bead-based, flow cytometry, scFv-GFP | DSG3-coupled beads, scFv-anti-DSG3-GFP binding; active compounds read low | binding (percent of control), % at 10 µM | 310,000 compounds, 0.48% hits;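 active means binding more than 3 SD below its plate's average and above zero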;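 further: hits lower antibody fragment binding to DSG3; some compounds called inactive have numbers as strong as hits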
RTF Ca sens inh – cardiac RTF calcium sensitivity inhibitors, primary screen, biochemical, IANBD-TnC fluorescence, EC70 calcium; IANBD-labeled cardiac RTF, Ca2+ fluorescence; Troponin I, cardiac muscle (Homo sapiens) + Troponin T, cardiac muscle (Homo sapiens) + …; inhibition, % at 7.15 µM; 340,000 compounds, 0.12% hits; AID 493244, 2011;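 active means inhibition above the mean inhibition of all tested compounds plus 3 SD, cut at about 17% in these data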;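 further: assay run at fixed EC70 calcium of 1.6 mM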
NSD2 HMT inh – NSD2 histone methyltransferase inhibitors, primary screen, biochemical, AlphaScreen, single concentration, set 2; 310,000 compounds, 0.54% hits; inhibition, % at 12.5 µM; Histone-lysine N-methyltransferase NSD2 (Homo sapiens), O96028; AID 743445, 2014; NSD2 peptide methylation, 120 min; in the data active means inhibition above about 50%
Target sequence (O96028 whole entry, looked up): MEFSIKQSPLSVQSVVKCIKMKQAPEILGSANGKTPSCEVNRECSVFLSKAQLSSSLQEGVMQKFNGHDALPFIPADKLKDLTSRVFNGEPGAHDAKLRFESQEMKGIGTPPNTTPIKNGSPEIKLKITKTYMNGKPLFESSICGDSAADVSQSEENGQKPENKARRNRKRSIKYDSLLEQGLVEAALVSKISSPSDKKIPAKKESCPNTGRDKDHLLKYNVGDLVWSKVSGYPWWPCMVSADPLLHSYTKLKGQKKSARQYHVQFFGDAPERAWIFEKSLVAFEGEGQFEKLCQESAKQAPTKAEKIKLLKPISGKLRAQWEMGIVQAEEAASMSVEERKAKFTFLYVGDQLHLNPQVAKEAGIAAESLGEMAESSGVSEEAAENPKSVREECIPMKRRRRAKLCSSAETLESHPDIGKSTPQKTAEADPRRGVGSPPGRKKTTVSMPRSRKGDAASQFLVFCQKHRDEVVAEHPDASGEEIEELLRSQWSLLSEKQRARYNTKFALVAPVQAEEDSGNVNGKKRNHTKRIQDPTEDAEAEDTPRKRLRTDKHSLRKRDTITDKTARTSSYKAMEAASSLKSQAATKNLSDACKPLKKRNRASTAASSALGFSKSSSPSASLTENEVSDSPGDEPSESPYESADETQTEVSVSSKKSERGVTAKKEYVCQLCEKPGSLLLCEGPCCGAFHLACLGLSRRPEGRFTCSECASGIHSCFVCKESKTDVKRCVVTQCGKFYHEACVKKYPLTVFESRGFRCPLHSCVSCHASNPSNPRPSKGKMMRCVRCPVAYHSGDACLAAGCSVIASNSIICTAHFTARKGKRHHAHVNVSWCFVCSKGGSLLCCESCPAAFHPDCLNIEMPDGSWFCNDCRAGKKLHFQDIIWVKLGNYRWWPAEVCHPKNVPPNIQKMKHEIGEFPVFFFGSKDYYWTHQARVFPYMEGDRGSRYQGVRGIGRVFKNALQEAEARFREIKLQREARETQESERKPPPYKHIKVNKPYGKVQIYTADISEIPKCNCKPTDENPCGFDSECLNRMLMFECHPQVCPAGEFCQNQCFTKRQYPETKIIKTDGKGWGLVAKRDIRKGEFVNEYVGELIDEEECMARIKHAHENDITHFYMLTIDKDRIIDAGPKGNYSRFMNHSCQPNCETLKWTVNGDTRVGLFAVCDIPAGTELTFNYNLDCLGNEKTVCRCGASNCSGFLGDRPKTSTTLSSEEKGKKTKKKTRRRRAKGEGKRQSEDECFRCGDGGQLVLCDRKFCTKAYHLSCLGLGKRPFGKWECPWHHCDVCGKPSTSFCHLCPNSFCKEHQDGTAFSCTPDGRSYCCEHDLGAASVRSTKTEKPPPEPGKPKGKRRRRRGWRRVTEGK
DAGLB inhibitor – DAGLB lipase inhibitors, primary screen, biochemical, fluorescence, HTS; HEK293T DAGLB membrane lysate, EnzChek fluorogenic substrate; inhibition, % at 5.17 µM; 340,000 compounds, 0.059% hits; in the data active means inhibition above about 34%;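 further: 0% = enzyme with vehicle and 100% = wells lacking enzyme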
Arr AP2 block – inhibitors of beta-arrestin/AP2 binding, primary screen, biochemical, GPCR trafficking, flow cytometry | beta-arrestin 1 C-terminal peptide binding to AP2 beta2-adaptin appendage (human) | inhibition, % at 10 µM | FITC-arrestin peptide / GST-AP2 beads; AP2 beta2 appendage carries R879A mutation | 340,000 compounds, 0.31% hits | AID 504490, 2011;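 active means inhibition above a set limit, near 3 SD of compounds lacking own fluorescence, cut at about 54% in these data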;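 further: plate controls were DMSO wells for no effect and 5 µM unlabelled arrestin peptide for full effect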
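Measured by: flow cytometry, FL1 (488/535 nm); Material: AP2 appendage R879A on GSH beads; Evaluation: percent response; Timing: pre-incubation 12 min, peptide binding 1 h, room temperature; Also added: 50 nM FITC-arrestin peptide; Medium: PBS with 0.05% Tween 20 and 0.1% BSA.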
CAL PDZ FP-1 – untagged CAL PDZ binding inhibitors, primary screen, biochemical, fluorescence polarization, HTS; AID 602252, 2012; inhibition, % at 24.9 µM; purified CAL PDZ, TMR-peptide fluorescence polarization, 1 h; 300,000 compounds, 0.92% hits; Golgi-associated PDZ and coiled-coil motif-containing protein (Homo sapiens), Q9HD26;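 active means mean inhibition of at least 30% with at least half of replicates also reaching 30%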;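 further: 0% = DMSO neutral control and 100% = excess unlabeled competitor peptide PRC23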
Keap1-Nrf2 PPI – Keap1-Nrf2 protein-protein interaction inhibitors, primary screen, biochemical, fluorescence polarization, single point | Kelch-like ECH-associated protein 1 (Homo sapiens), Q14145 | Keap1 Kelch-Nrf2 peptide fluorescence polarization, 1536-well | inhibition, % at 9.4 µM | 340,000 compounds, 0.15% hits; in the data active means inhibition above about 12%;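 further: human Keap1 Kelch domain with fluorescein labeled Nrf2 9mer peptide probe; 0% = neutral control wells and 100% = peptide positive control; higher means more block of Keap1 binding to Nrf2 peptide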
CAL PDZ FP-2 – CAL PDZ peptide-binding inhibitors, primary screen, biochemical, fluorescence polarization, Cer-tagged CAL PDZ, HTS. 330,000 compounds, 0.02% hits. AID 504414, 2011. inhibition, % at 20 µM. Golgi-associated PDZ and coiled-coil motif-containing protein (Homo sapiens), Q9HD26. purified CAL PDZ, TMR-peptide fluorescence polarization, 1 h;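 active means highest replicate inhibition of at least 40%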;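 further: plate controls were DMSO neutral control wells for no effect and unlabeled competitor peptide control wells for full effect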
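System: tagged CAL PDZ domain. Schedule: 1 h room-temperature incubation prior to read. Signal: fluorescence polarization (mP). Measure: percent inhibition from loss of millipolarization.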
* = called active by the depositor.

CCOC(=O)C1=C(COC(=O)COc2ccccc2C(C)C)NC(=O)NC1C (configuration not stated) was read as V-ATPase pH 8, LANA DNA inh 9.9, Pemphigus Ab inh 99, RTF Ca sens inh -10, NSD2 HMT inh -2, DAGLB inhibitor 0, Arr AP2 block 61*, CAL PDZ FP-1 3, Keap1-Nrf2 PPI 9 and CAL PDZ FP-2 -2.1.
Screening CCN(CCO)Cc1csc2cccc(Br)c12 returned V-ATPase pH 3, LANA DNA inh 0.6, Pemphigus Ab inh 97, RTF Ca sens inh 1, NSD2 HMT inh 3, DAGLB inhibitor 1, Arr AP2 block 7, CAL PDZ FP-1 -4, Keap1-Nrf2 PPI -5 and CAL PDZ FP-2 -1.4.
For Cc1noc(C)c1COC(=O)CCc1nc2ccccc2c(=O)[nH]1 the results were V-ATPase pH -1, LANA DNA inh 1.6, Pemphigus Ab inh 87, RTF Ca sens inh -5, DAGLB inhibitor -4, Arr AP2 block 2, CAL PDZ FP-1 45* and Keap1-Nrf2 PPI -1.
For CSc1ncccc1C(=O)OCC(=O)NCc1ccccc1 the results were V-ATPase pH -2, LANA DNA inh 0.2, Pemphigus Ab inh 105, RTF Ca sens inh 4, NSD2 HMT inh -1, DAGLB inhibitor -2, Arr AP2 block -8, Keap1-Nrf2 PPI 1 and CAL PDZ FP-2 0.0.
Screening CCOc1ccc(NC(=O)c2sccc2-n2cccc2)cc1 returned V-ATPase pH -2, LANA DNA inh -1.0, Pemphigus Ab inh 110, RTF Ca sens inh 2, DAGLB inhibitor -8, Arr AP2 block 0, CAL PDZ FP-1 -1, Keap1-Nrf2 PPI -7 and CAL PDZ FP-2 -2.3.
Screening Cc1cc(C)n2c(SCCC(C)C)nnc2n1 returned V-ATPase pH 0, LANA DNA inh -0.7, Pemphigus Ab inh 105, RTF Ca sens inh -4, NSD2 HMT inh -1, DAGLB inhibitor 2, Arr AP2 block 0, CAL PDZ FP-1 1 and Keap1-Nrf2 PPI -5.
O=C(Nc1ccncc1)OCc1ccccc1 was read as V-ATPase pH 1, LANA DNA inh 2.0, Pemphigus Ab inh 103, RTF Ca sens inh 2, NSD2 HMT inh 2, DAGLB inhibitor -1, Arr AP2 block 38, Keap1-Nrf2 PPI -2 and CAL PDZ FP-2 -1.5.
`COc1ccc(C2(c3ccc(OC)cc3)NC(=O)N(CC(=O)Nc3cc(C)ccc3OC)C2=O)cc1` gave V-ATPase pH -4, LANA DNA inh -1.6, Pemphigus Ab inh 108, RTF Ca sens inh -5, NSD2 HMT inh -1, DAGLB inhibitor 2, Arr AP2 block -7, CAL PDZ FP-1 -1, Keap1-Nrf2 PPI -4 and CAL PDZ FP-2 -2.9.
For CCOc1ccc(/C=C/C(=O)Nc2ccccc2C(F)(F)F)cc1 the results were V-ATPase pH -4, LANA DNA inh -1.0, Pemphigus Ab inh 121, RTF Ca sens inh -6, NSD2 HMT inh -1, DAGLB inhibitor -4, Arr AP2 block 22, CAL PDZ FP-1 -3, Keap1-Nrf2 PPI -5 and CAL PDZ FP-2 0.4.
For Cc1ccc(CC(=O)N/N=C/c2ccc3c(c2)OCO3)cc1 the results were V-ATPase pH 3, LANA DNA inh 0.6, Pemphigus Ab inh 94, RTF Ca sens inh -2, NSD2 HMT inh -5, DAGLB inhibitor -2, Arr AP2 block 39, CAL PDZ FP-1 0, Keap1-Nrf2 PPI 1 and CAL PDZ FP-2 -1.2.
Cc1oc(-c2ccc(Cl)cc2)nc1CN1CCCC(C(=O)N2CCOCC2)C1 (configuration not stated) was read as V-ATPase pH -2, LANA DNA inh 1.4, Pemphigus Ab inh 100, RTF Ca sens inh -3, NSD2 HMT inh -2, DAGLB inhibitor 0, Arr AP2 block 7, CAL PDZ FP-1 1, Keap1-Nrf2 PPI -2 and CAL PDZ FP-2 -1.2.
Oc1ccc(-c2nc(-c3ccc(O)c(O)c3)cs2)cc1 was read as V-ATPase pH -1, LANA DNA inh 0.4, Pemphigus Ab inh 103, RTF Ca sens inh 5, NSD2 HMT inh 17, DAGLB inhibitor 1, Arr AP2 block 2, CAL PDZ FP-1 -2, Keap1-Nrf2 PPI -1 and CAL PDZ FP-2 -1.8.
Screening O=C(Cn1c2ccccc2c(=O)c2ccccc21)Nc1ccccc1F returned V-ATPase pH 0, LANA DNA inh -1.4, Pemphigus Ab inh 100, RTF Ca sens inh -32, NSD2 HMT inh -2, DAGLB inhibitor -2, Arr AP2 block -1, CAL PDZ FP-1 -1, Keap1-Nrf2 PPI -5 and CAL PDZ FP-2 0.0.
CC1CN(C(=O)COc2ncnc3ccccc23)CC(C)O1 (configuration not stated) was read as V-ATPase pH -2, LANA DNA inh 0.6, RTF Ca sens inh -13, NSD2 HMT inh 0, DAGLB inhibitor 0, Arr AP2 block 32, CAL PDZ FP-1 -2, Keap1-Nrf2 PPI -4 and CAL PDZ FP-2 -1.6.
For O=c1cc(O)nc(-c2ccc(Cl)cc2)s1 the results were V-ATPase pH -1, LANA DNA inh 0.3, Pemphigus Ab inh 93, RTF Ca sens inh -11, NSD2 HMT inh -2, DAGLB inhibitor 0, Arr AP2 block 3, CAL PDZ FP-1 -2, Keap1-Nrf2 PPI -7 and CAL PDZ FP-2 0.8.
For CCCCN1C=C(C(C)=O)C(=O)CC1 the results were V-ATPase pH -1, LANA DNA inh 4.4, Pemphigus Ab inh 100, RTF Ca sens inh -12, DAGLB inhibitor -4, Arr AP2 block 7, CAL PDZ FP-1 3, Keap1-Nrf2 PPI -2 and CAL PDZ FP-2 -0.4.
For Cc1ccc(-n2ncc3c(NNC(=O)c4ccco4)ncnc32)cc1Cl the results were V-ATPase pH 1, LANA DNA inh -0.4, Pemphigus Ab inh 111, RTF Ca sens inh -12, NSD2 HMT inh 0, DAGLB inhibitor 3, Arr AP2 block -29, CAL PDZ FP-1 -7, Keap1-Nrf2 PPI -4 and CAL PDZ FP-2 -0.3.
Cc1nonc1NC(=O)CSc1nnnn1-c1ccccc1 was read as V-ATPase pH 1, LANA DNA inh 0.1, RTF Ca sens inh 16, NSD2 HMT inh -5, DAGLB inhibitor -5, Arr AP2 block 6, CAL PDZ FP-1 6, Keap1-Nrf2 PPI -1 and CAL PDZ FP-2 -1.9.
For O=c1[nH]c2ccc(NC(=S)Nc3ccc(Cl)cc3Cl)cc2[nH]1 the results were V-ATPase pH -4, LANA DNA inh 0.0, Pemphigus Ab inh 98, RTF Ca sens inh 4, NSD2 HMT inh 0, DAGLB inhibitor -3, Arr AP2 block 4, CAL PDZ FP-1 -3 and Keap1-Nrf2 PPI 4.
Cc1cccc(-n2ncc3c2CCCC3NC(=O)CCc2ccncc2)c1C (configuration not stated) was read as V-ATPase pH 2, LANA DNA inh -0.4, Pemphigus Ab inh 99, RTF Ca sens inh 4, NSD2 HMT inh 2, DAGLB inhibitor 0, Arr AP2 block -5, CAL PDZ FP-1 -2, Keap1-Nrf2 PPI -3 and CAL PDZ FP-2 -2.7.
CCCCSC(=S)NC1CCS(=O)(=O)C1 (configuration not stated) was read as V-ATPase pH 0, LANA DNA inh 0.6, Pemphigus Ab inh 113, RTF Ca sens inh -15, NSD2 HMT inh -4, DAGLB inhibitor -1, Arr AP2 block 5, Keap1-Nrf2 PPI 5 and CAL PDZ FP-2 0.6.
O=c1cc(-c2ccccc2)nc(SCc2ccc(F)cc2)[nH]1 was read as V-ATPase pH 3, LANA DNA inh -0.2, Pemphigus Ab inh 102, RTF Ca sens inh 9, NSD2 HMT inh -4, DAGLB inhibitor 0, Arr AP2 block 4, CAL PDZ FP-1 -14, Keap1-Nrf2 PPI 1 and CAL PDZ FP-2 -2.3.
For O=C1[C@@H]2Cc3c([nH]c4ccccc34)C(c3ccc([N+](=O)[O-])cc3)N2C(=O)CN1C1CC1 (some centres not stated) the results were V-ATPase pH -1, LANA DNA inh 3.0, Pemphigus Ab inh 103, RTF Ca sens inh -15, NSD2 HMT inh 3, DAGLB inhibitor 4, Arr AP2 block -4, CAL PDZ FP-1 -2, Keap1-Nrf2 PPI 3 and CAL PDZ FP-2 0.2.
Screening COc1ccc(NC(=O)N2CCCCCC2)c(OC)c1 returned V-ATPase pH -1, LANA DNA inh -0.5, Pemphigus Ab inh 120, RTF Ca sens inh -7, NSD2 HMT inh 0, DAGLB inhibitor -2, Arr AP2 block 10, Keap1-Nrf2 PPI -2 and CAL PDZ FP-2 -2.5.
`CCCCNc1cc(C(=O)O)cc(S(N)(=O)=O)c1Oc1ccccc1` gave V-ATPase pH 5, LANA DNA inh 0.4, Pemphigus Ab inh 100, RTF Ca sens inh -2, DAGLB inhibitor 2, Arr AP2 block 16, CAL PDZ FP-1 -4, Keap1-Nrf2 PPI 6 and CAL PDZ FP-2 -1.2.
`CCC(=O)c1cn(CC(=O)Nc2ccccc2)c2ccccc12` gave V-ATPase pH 0, LANA DNA inh -0.3, Pemphigus Ab inh 113, RTF Ca sens inh 1, NSD2 HMT inh -1, DAGLB inhibitor -6, Arr AP2 block -2, CAL PDZ FP-1 -1, Keap1-Nrf2 PPI -4 and CAL PDZ FP-2 0.7.
Screening Cc1ccc(C(=O)Nc2nnc(SCC(=O)N3CCCc4ccccc43)s2)cc1 returned V-ATPase pH 9.0*, LANA DNA inh 2.6, Pemphigus Ab inh 97, RTF Ca sens inh 6, NSD2 HMT inh 0, DAGLB inhibitor 1, Arr AP2 block 36, CAL PDZ FP-1 -2, Keap1-Nrf2 PPI 5 and CAL PDZ FP-2 -2.7.
For O=C(O)c1cccc(N2C(=O)c3ccc(Oc4ccc(Cl)cc4)cc3C2=O)c1 the results were V-ATPase pH 0, LANA DNA inh -0.3, Pemphigus Ab inh 103, RTF Ca sens inh -6, NSD2 HMT inh -6, DAGLB inhibitor 6, Arr AP2 block 5, CAL PDZ FP-1 -3, Keap1-Nrf2 PPI 4 and CAL PDZ FP-2 -0.8.

High-throughput results (PubChem BioAssay)

An excerpt; count on the stated rates, not on these rows.
